GSIS activator = GLuc luminescence reporter in INS-1E cells, primary screen for activators of glucose-dependent secretion of insulin; 0.61% of 370,000 active; activation, % at 16.6 µM; INS-1E GLuc reporter insulin secretion, 2-3 h;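 active = lowest replicate activation of at least 40%, so every replicate reaches that level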;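 note: 0% = median of neutral control wells and 100% = median of IBMX positive control wells; some compounds called inactive have numbers as strong as hits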
Xi reactivation = X-chromosome reactivation activator | activation, % at 7.58 µM | AID 743238 | XiGFP mouse fibroblasts, % GFP-positive cells imaging, 3 d; cells co-treated with 5-aza-dC sensitizer; scaled so ellipticine positive control = 100% | 0.055% of 360,000 active;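 active = mean normalized replicate activation at least 10% and every replicate at or above 10%; inconclusive = only one of the two criteria met; inactive = mean below 10% and not all replicates reach 10%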;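 note: 0% = median of on-plate neutral control wells and 100% = ellipticine 6 µM median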
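System: XiGFP fibroblasts, SV40-immortalized. Medium: DMEM plus 5-aza-dC sensitizer. Doses: single point. Timing: 3 d treatment, 15 min room-temperature fixation. Control set: ellipticine 6 µM.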
DENV2 CPE rescue = DENV2-induced cell death inhibition | DENV2-infected cells, cytopathic effect rescue, plate reader | CPE inhibition, % at 9.99 µM | 1.7% of 350,000 active; in the data active = CPE inhibition above about 20%, passing the limit was not always enough; inconclusive = no clear call, values can overlap the other calls; tested in BHK-21 cells;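 note: 0% = median of neutral control wells and 100% = median of positive control wells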
EWS-Fli inh = EWS/Fli transcriptional activity inhibition | A673 NR0B1-luciferase reporter, viability-normalised | AID 651661 | 0.67% of 350,000 active | inhibition, % at 12.6 µM;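 active = mean inhibition of at least 50% after viability correction, with every replicate also passing that limit; inconclusive = mean reaches 50% but only one of two replicates passes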;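 note: firefly luciferase signal divided by Alamar Blue viability fluorescence both relative to DMSO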
ARNT TACC3 PPI = disruptors of human ARNT/TACC3 interaction | AlphaScreen His-ARNT PAS-B/GST-TACC3 binding, luminescence; TACC3 fragment carries E629A point mutation | AID 623870 | inhibition, % at 9.99 µM | 0.66% of 390,000 active | Q9Y6A5;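 active = mean inhibition of replicates at least 50% and at least half of replicates each reaching 50%; inconclusive = half or more replicates reach 50% but mean below 50%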;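 note: 0% = complete ARNT plus TACC3 wells and 100% = ARNT alone without TACC3; many hits fall short of the cut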
CFTR F508del cor = correctors of CFTR F508del function in bronchial epithelial cells; CFBE cells, YFP halide quenching; stimulated with forskolin plus potentiator P3; % fluorescence drop versus neutral controls; activity (quench increase), % at 7.58 µM; 0.36% of 350,000 active;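 active = mean added fluorescence quench of at least 8% versus neutral control, with both replicates also reaching 8%; inconclusive = only one of the mean or replicate conditions met; inactive = mean below 8% and not both replicates reaching 8%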;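 note: cells transiently co-express mutant CFTR-F508del with the halide-sensitive YFP; corrector assay measuring rescue of mutant channel to the surface after 24 h compound exposure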
ERp5 inh = ERp5 (human) disulfide isomerase inhibition | 0.05% of 350,000 active | inhibition, % at 9.99 µM | Q15084 | AID 651711 | ERp5 insulin aggregation, absorbance 650 nm, 90 min;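 active = mean replicate inhibition above about 25%, with every replicate also reaching it, limit read from the data, passing the limit was not always enough; inconclusive = only one of those two criteria met; inactive = neither criterion met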
Target sequence (Q15084 whole entry, looked up): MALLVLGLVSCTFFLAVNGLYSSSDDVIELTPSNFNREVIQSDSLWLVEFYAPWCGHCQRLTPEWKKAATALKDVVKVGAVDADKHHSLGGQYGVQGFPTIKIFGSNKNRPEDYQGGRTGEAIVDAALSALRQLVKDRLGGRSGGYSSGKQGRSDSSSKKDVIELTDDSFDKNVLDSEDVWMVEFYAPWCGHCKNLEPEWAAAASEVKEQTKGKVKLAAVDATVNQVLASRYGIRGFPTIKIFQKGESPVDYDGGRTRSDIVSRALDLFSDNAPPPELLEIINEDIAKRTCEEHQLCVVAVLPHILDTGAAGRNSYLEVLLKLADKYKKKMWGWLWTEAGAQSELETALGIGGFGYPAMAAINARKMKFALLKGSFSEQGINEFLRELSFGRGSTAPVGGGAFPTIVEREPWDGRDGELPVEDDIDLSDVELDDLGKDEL
PAX8 inh HTS = PAX8 transcriptional activity inhibition | RMG-I TPO-luciferase reporter, SteadyGlo, 24 h | inhibition, % at 12.6 µM | 1.2% of 360,000 active;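 active = mean replicate inhibition at least 60% with every replicate also reaching 60%; inconclusive = only one of the two criteria is met; inactive = mean below 60% and not all replicates reaching 60%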;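 note: luciferase light reporting Pax8 driven TPO promoter activity; plate controls were median of neutral control wells for no effect and mitoxantrone controls for full effect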
Starred values were filed as active, the others as inactive; u = inconclusive; x = no result given; & = joins results of further samples. This is a random part of the collection; 4.2% or so of the library scored in one or more.

SMILES	GSIS activator	Xi reactivation	DENV2 CPE rescue	EWS-Fli inh	ARNT TACC3 PPI	CFTR F508del cor	ERp5 inh	PAX8 inh HTS
O=C(Nc1cccc(Cl)c1)/C(=C\c1cccnc1)NC(=O)c1ccco1	-12	0.2	1	2	-9	4.4	-1	10
C[C@H](CO)N1C[C@H](C)[C@@H](CN(C)S(=O)(=O)c2ccc(F)cc2)Oc2ccc(NS(=O)(=O)c3ccccc3)cc2C1=O	-4&-7	4.8&0.1	17	-16&-2	-7	-3.9&4.8	6	4&-28
CCc1ccc(NC(=O)CSCc2ccc(C(=O)O)cc2)cc1	-10	0.4	-4	10	3	0.1	2	10
CCCCN(C(=O)C1CCCO1)c1c(N)n(CCC)c(=O)[nH]c1=O (stereo not drawn)	8	0.0	-8	-1	6	-0.6	3	-3
COc1ccc(S(=O)(=O)N(C)C[C@H]2Oc3ccc(NS(C)(=O)=O)cc3CC(=O)N([C@H](C)CO)C[C@@H]2C)cc1	-6	-1.5	15	0	1	-4.1	5	1
COC(=O)CSc1nc(C)cc(C)c1C#N	16	0.0	u	0	-5	0.6	-1	-21
N/C(=N\OC(=O)COc1ccc(Cl)cc1Br)c1ccncc1	13	0.1	x	-61	-5	1.0	-2	-136
COc1ccc(NC(=O)N(C)C[C@H]2OCCCC[C@@H](C)Oc3ccc(N(C)C)cc3C(=O)N([C@H](C)CO)C[C@H]2C)cc1	-7	6.4	8	11	x	-3.7	1	5
COc1ccc(S(=O)(=O)Nc2cccc3c2O[C@@H](CN(C)Cc2ccc(Oc4ccccc4)cc2)[C@@H](C)CN([C@@H](C)CO)C3=O)cc1	-18	0.0	-7	17	7	-0.6	3	x
O=C(Nc1ccccc1C(=O)NCC1CCCO1)c1ccc(Cl)cc1 (stereo not drawn)	36	0.0	6	0	-3	6.1	16	x
C=CCn1c(SCC(C)=O)nc2scc(-c3ccc(C)o3)c2c1=O	37	0.0	-4	-81	5	1.5	0	-85
CCN1CCN(c2cc3c(cc2F)c(=O)c(C(=O)O)cn3C2CC2)CC1	11	0.0	19	-4	-2	-1.7	5	6
Cc1ccc(C)n1-c1ccc(NC(=O)c2ccccc2)cc1	9	0.1	x	4	-3	0.2	x	-22
Cc1ccc(OC(=O)c2cccc(S(=O)(=O)N3CCN(C)CC3)c2)c(Br)c1	-32	0.0	-9	3	3	2.1	6	x
Cc1cc(NS(=O)(=O)c2ccc(NC(=O)c3cccnc3)cc2)nc(C)n1	-3	0.4	4	1	x	-3.2	5	5
Cc1ccc[n+](CC(=O)Nc2ccc(C)c(C)c2)c1	18	0.1	-4	0	-1	1.7	-8	-13
CCOc1ccc(NC(=S)N2CCC(C(=O)c3ccc(OC)cc3)CC2)cc1	-34	0.0	0	7	x	0.6	5	16
CCOc1ccccc1/C=C/C(=O)c1ccc(Cl)cc1	x	-0.1	-2	-6	-2	x	-1	30
O=C(C[C@H]1CC[C@H](NC(=O)CN2CCOCC2)[C@H](CO)O1)NC1CCC1	-3	0.0	0	0	-9	-1.8	10	-13
CN1C(=O)[C@H]2[C@@H](c3ccc(C(F)(F)F)cc3)N[C@]3(CCCN(Cc4ccc(F)cc4)C3=O)[C@H]2C1=O	x	-0.2	-1	-5	x	2.7	-3	2
O=C(CNc1ccc(C(F)(F)F)cc1)Nc1cccc(S(=O)(=O)N2CCCCC2)c1	-7	0.0	-3	19	x	1.4	0	53
NC(=O)C1CC12c1ccccc1-c1ccccc12 (stereo not drawn)	x	0.0	14	-30	-16	-4.0	4	-33
CCOc1ccc2oc(C(=O)N(C)CC(=O)Nc3ccc(OCC)c(OCC)c3)c(C)c2c1	-7	0.2	u	-2	-2	-1.4	-2	5
CC(C)(C)N/N=C/c1cc(Cl)cc([N+](=O)[O-])c1O	-25	0.0	x	0	0	-0.2	x	0
O=C(C[C@@H]1C[C@@H]2c3cc(NC(=O)Nc4ccc(F)cc4)ccc3O[C@@H]2[C@H](CO)O1)NC1CCCC1	23	0.0	17	-17	-7	-1.6	-5	-13
CSc1ncccc1C(=O)OCC(=O)Nc1ccc(Cl)cn1	-2	0.0	5	-2	-1	1.5	-7	-4
CCCNC(=O)C1(C)CCN1C(=O)c1cc(C)n(C)n1 (stereo not drawn)	11	0.1	-14	1	x	0.8	-3	-13
Cc1ccc(-c2noc(Cn3cc(S(=O)(=O)N4CCCC4)ccc3=O)n2)cc1	x	-0.1	4	-47	-2	0.6	-2	-14
COc1cc(/C=C2\CCOC2=O)cc(OC)c1OC	16	0.0	-2	-6	-3	2.5	2	-14
O=C(Nc1nccs1)[C@H]1[C@H](CO)[C@H]2Cn3c(ccc(-c4ccncc4)c3=O)[C@H]2N1CC1CCCC1	11	0.4	x	0	x	2.3	x	x
CCN(CC)C(=O)CS(=O)(=O)CC(=O)Nc1cc(OCCOC)c(Cl)cc1Cl	3	1.4	7	-32	x	0.2	2	18
O=C(CCNS(=O)(=O)c1ccccc1)NNC(=O)c1csc(N2CCOCC2)n1	-10	0.1	3	-7	-2	-2.0	-6	0
CCn1c(CNc2ccc(F)cc2)nnc1SCC(=O)OC1CCCCC1	-26	x	-1	x	-4	x	6	x
COC(=O)[C@@]12C[C@@H](CC(=O)NCc3cccc(C(F)(F)F)c3)C(=O)N(CCc3ccc(OC)c(OC)c3)C1=CCC(C)(C)C2	x	0.2	-10	6	x	-2.0	0	31
CCCCn1c(CNC(=O)CCC)nc2ccccc21	-1	0.0	u	9	-4	0.5	4	0
CCN(CC)S(=O)(=O)c1cccc(C(=O)OCC(=O)NC(C)c2ccccc2)c1 (stereo not drawn)	-38	0.0	6	7	-4	-0.7	-3	-7
O=C(CCNC(=O)c1ccc([N+](=O)[O-])cc1)Nc1ccc(F)cc1	-7	0.0	u	1	-1	-0.2	2	10
COc1cc(C(=O)NCCc2ccc(S(=O)(=O)N3CCCC3)cc2)cc(OC)c1OC	1	0.0	4	9	-6	2.4	-3	-10
CCOC(=O)N1CCN(C(=O)Cn2ccc3c(OC)cccc3c2=O)CC1	-7	u	-5	3	32	1.1	-2	12
C[C@@H]1CN([C@@H](C)CO)C(=O)c2cc(/C=C/c3ccccc3)cnc2O[C@H]1CN(C)C(=O)c1cnccn1	11	0.1	6	-9	-4	-3.1	-10	x
CCC(=O)Nc1ccc2c(c1)OC[C@H](C)N(Cc1ccccc1)C[C@@H](C)[C@H](OC)CN(C)C2=O	-1	0.4	u	-20	0	1.9	0	x
COc1ccc(C)cc1NC(=O)C(OC(=O)CNC(=O)c1ccc(Br)cc1)c1ccccc1 (stereo not drawn)	x	2.5	0	3	-2	x	5	15
O=C(c1cnn2c(-c3ccccc3)cc(-c3ccccc3)nc12)N1CCN(Cc2ccccc2)CC1	-25	-0.1	8	-10	-4	-1.2	-13	23
CC(C)C(=O)Nc1ccc([N+](=O)[O-])c(C(F)(F)F)c1	-22	-0.1	u	5	22	-3.1	-4	17
C[C@H]1CN([C@@H](C)CO)S(=O)(=O)c2ccc(-c3ccccc3)cc2O[C@H]1CN(C)Cc1cncnc1	-3	-0.8	0	-10	-11	0.9	-5	-7
Cc1cc(NC(=O)CSCC(=O)Nc2cc(C(F)(F)F)ccc2N2CCCCC2)no1	15	0.9	-2	10	3	-4.3	-3	5
Cc1cccc(N(CC(=O)Nc2cccnc2)S(C)(=O)=O)c1	-16	-0.2	1	9	31	0.0	2	10
O=C1C2CC=CCC2C(=O)N1c1ccc(NCCc2ccccc2F)c([N+](=O)[O-])c1 (stereo not drawn)	-24	0.0	-2	-42	6	x	-7	-4
CCN(CC)c1ncnnc1-c1ccccc1	-3	0.0	2	2	2	x	6	7
COc1ccc(Nc2nc3nonc3nc2N2CCCCC2)cc1	-7	0.0	12	2	12	-0.2	0	2

Single entries from the entries so far.
O=C(CNc1ccc(C(F)(F)F)cc1)Nc1cccc(S(=O)(=O)N2CCCCC2)c1 – EWS-Fli inh = 19
COc1cc(/C=C2\CCOC2=O)cc(OC)c1OC – ERp5 inh = 2
Cc1ccc[n+](CC(=O)Nc2ccc(C)c(C)c2)c1 – GSIS activator = 18

In another format: entries from further up.
O=C1C2CC=CCC2C(=O)N1c1ccc(NCCc2ccccc2F)c([N+](=O)[O-])c1 (stereo not drawn)
  GSIS activator = -24
  Xi reactivation = 0.0
  DENV2 CPE rescue = -2
  EWS-Fli inh = -42
  ARNT TACC3 PPI = 6
  CFTR F508del cor = x
  ERp5 inh = -7
  PAX8 inh HTS = -4

CCN(CC)c1ncnnc1-c1ccccc1
  GSIS activator = -3
  Xi reactivation = 0.0
  DENV2 CPE rescue = 2
  EWS-Fli inh = 2
  ARNT TACC3 PPI = 2
  CFTR F508del cor = x
  ERp5 inh = 6
  PAX8 inh HTS = 7

COc1ccc(Nc2nc3nonc3nc2N2CCCCC2)cc1
  GSIS activator = -7
  Xi reactivation = 0.0
  DENV2 CPE rescue = 12
  EWS-Fli inh = 2
  ARNT TACC3 PPI = 12
  CFTR F508del cor = -0.2
  ERp5 inh = 0
  PAX8 inh HTS = 2

(next part)
SMILES	GSIS activator	Xi reactivation	DENV2 CPE rescue	EWS-Fli inh	ARNT TACC3 PPI	CFTR F508del cor	ERp5 inh	PAX8 inh HTS
c1ccc(CCNc2cnccn2)cc1	38	0.3	-4	-15	-11	3.9	1	13
CCC(=O)N1C[C@@H](C)[C@@H](OC)CN(C)C(=O)c2cc(NC(=O)C3CCCCC3)ccc2OC[C@H]1C	16	-0.5	6	-4	-8	0.2	1	-4
CCOC(=O)c1nn(-c2ccccc2C)c(=O)cc1OCC(=O)Nc1cccc(OC)c1	-1	0.2	-13	1	-6	0.2	3	-13
O=C(O)c1ccccc1NCc1ccco1	13	-0.1	u	-10	-3	-0.9	1	1
Cc1noc(C)c1NC(=O)Nc1ccc2c(c1)CC(=O)N([C@@H](C)CO)C[C@H](C)[C@H](CN(C)C(=O)Nc1ccccc1)O2	4	-0.1	-3	-7	1	-4.0	3	11
COc1ccc(OC)c(CNc2ccc(F)c(Cl)c2)c1	3	x	u	-2	11	-0.2	-3	x
Cc1cc(C)cc(NC(=O)NCC2CCN(Cc3cc(C)ccc3C)CC2)c1	-12	-0.1	-2	13	-9	1.8	2	-17
CCCCNC(=O)c1cn(CC)c2ccc(S(=O)(=O)N3CCCC3)cc2c1=O	0	0.2	-5	5	32	0.8	-5	8
CCC(=O)Nc1ccc2c(c1)OC[C@@H](C)N(C(=O)CC1CC1)C[C@H](C)[C@H](OC)CN(C)C2=O	-4	0.5	17	-8	x	2.6	x	x
Cc1cc(C(=O)CCl)c(C)n1CCc1ccccc1	49	0.1	2	75*	x	-1.5	3	32
CC1(C)C(=O)Nc2ccccc2N1C(=O)COC(=O)c1ccc(NC(N)=O)cc1	6	0.2	-6	-3	-2	-3.0	-1	x

An excerpt from above in order of the GSIS activator value, falling:
canonical_smiles	GSIS activator
Cc1cc(C(=O)CCl)c(C)n1CCc1ccccc1	49
O=C(O)c1ccccc1NCc1ccco1	13
CC1(C)C(=O)Nc2ccccc2N1C(=O)COC(=O)c1ccc(NC(N)=O)cc1	6
